# Assay outcomes (PubChem BioAssay)
# TCR-CD3 inh: inhibitors of human TCR-CD3 interaction, primary screen, biochemical, fluorescence, TAMRA-labeled TCR probe; T-cell receptor (TCR); inhibition, % at 9.4 µM; 360,000 compounds, 0.37% hits; AID 651800, 2012; in the data active = inhibition above about 19%;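 note: recombinant mutant TCR 2C K166C tagged with TAMRA read by polarization; 0% = receptor in buffer alone and 100% = receptor with positive control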
# KLK7 zymogen act: proKLK7 zymogen activators, primary screen, biochemical, fluorescence intensity; purified proKLK7, EDANS-DABCYL substrate fluorescence; 100% is mature enzyme control, 0% vehicle; activation, % at 7 µM; 370,000 compounds, 0.9% hits; Kallikrein-7 (Homo sapiens), P49862;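 active = activation above the mean of all tested compounds plus 3 SD, computed per campaign excluding outliers beyond control limits, cut at about 13% in these data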
# UHRF1 binding: UHRF1 methylated DNA binding inhibitors, primary screen, counter-screen for MBD2 inhibitor project, biochemical, TR-FRET, human UHRF1, single concentration; E3 ubiquitin-protein ligase UHRF1 (Homo sapiens), Q96T88; UHRF1 binding to methylated oligo; inhibition, % at 4.4 µM; 370,000 compounds, 0.75% hits; in the data active = inhibition above about 21%;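 note: UHRF1 SRA domain binding a hemimethylated CpG hairpin DNA probe; 0% = median of test compound wells and 100% = reference inhibitor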
# Tn6 DDE FP: inhibitors of Tn6 peptide binding to fibrin DD(E), primary screen, biochemical, fluorescence polarization, human fibrin, Tn6 probe; Fibrin DD(E) TRITC-Tn6 fluorescence polarization displacement; inhibition, % at 8.3 µM; Fibrinogen beta chain (Homo sapiens), P02675; 370,000 compounds, 0.21% hits;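 active = inhibition above a per-campaign cutoff: mean of compounds within control limits plus 3 SD, cut at about 15% in these data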;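 note: 0% = median of all compound wells on the plate and 100% = blocking peptide control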
# Target sequence (P02675 whole entry, looked up): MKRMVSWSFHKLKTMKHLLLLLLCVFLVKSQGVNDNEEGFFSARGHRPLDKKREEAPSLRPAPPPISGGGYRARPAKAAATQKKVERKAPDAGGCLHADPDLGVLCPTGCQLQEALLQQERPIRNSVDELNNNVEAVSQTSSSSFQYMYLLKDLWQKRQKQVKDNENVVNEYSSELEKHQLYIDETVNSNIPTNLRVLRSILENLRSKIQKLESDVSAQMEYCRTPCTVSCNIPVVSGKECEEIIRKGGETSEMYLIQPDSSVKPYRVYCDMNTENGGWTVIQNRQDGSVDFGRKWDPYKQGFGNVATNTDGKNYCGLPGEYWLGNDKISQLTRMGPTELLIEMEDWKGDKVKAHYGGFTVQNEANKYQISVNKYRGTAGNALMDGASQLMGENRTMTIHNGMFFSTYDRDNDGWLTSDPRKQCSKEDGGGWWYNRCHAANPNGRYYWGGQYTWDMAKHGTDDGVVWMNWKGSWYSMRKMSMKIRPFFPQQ
# TDP2 absorb: human TDP2 enzyme inhibitors, primary screen, biochemical, epi absorbance, recombinant enzyme. Tyrosyl-DNA phosphodiesterase 2 (Homo sapiens), O95551. T5PNP hydrolysis, p-nitrophenol absorbance 415 nm. inhibition, % at 12.8 µM. 370,000 compounds, 0.34% hits;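 active = inhibition above the mean of all tested compounds plus 3 SD, set per campaign, cut at about 25% in these data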;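 note: 0% = DMSO with enzyme and 100% = buffer with substrate but no TDP2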
#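 System – recombinant human TDP2 · Quantity – TDP2 enzyme at 120 nM final · Doses – single concentration, 12.8 µM nominal, with 1% DMSO · Incubation – 2 h at 37 °C · Measured by – epi absorbance of p-nitrophenol freed from T5PNP by hydrolysis · Read-out – % inhibition relative to enzyme-containing and enzyme-free wells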
# MBD2 inh: inhibitors of MBD2 binding to methylated DNA, primary screen, biochemical, TR-FRET, DNA-binding domain, human; Methyl-CpG-binding domain protein 2 (Homo sapiens), Q9UBB5; MBD2 binding to methylated oligonucleotide; inhibition, % at 4.4 µM; 370,000 compounds, 0.31% hits; AID 686964, 2013; in the data active = inhibition above about 13%
# SIAE primary: human SIAE inhibitors, primary screen, biochemical, fluorescence polarization, FP-Rh probe, 1536-well HTS | 370,000 compounds, 0.69% hits | AID 1053197, 2014 | SIAE FP-Rh probe binding | Sialate O-acetylesterase (Homo sapiens), Q9HAT2 | inhibition, % at 9.66 µM;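 active = inhibition above a cutoff: mean of compounds within the control limits plus 3 SD of those, cut at about 17% in these data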;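 note: 0% = plate median of compound wells and 100% = probe without SIAE protein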
# Target sequence (Q9HAT2 whole entry, looked up): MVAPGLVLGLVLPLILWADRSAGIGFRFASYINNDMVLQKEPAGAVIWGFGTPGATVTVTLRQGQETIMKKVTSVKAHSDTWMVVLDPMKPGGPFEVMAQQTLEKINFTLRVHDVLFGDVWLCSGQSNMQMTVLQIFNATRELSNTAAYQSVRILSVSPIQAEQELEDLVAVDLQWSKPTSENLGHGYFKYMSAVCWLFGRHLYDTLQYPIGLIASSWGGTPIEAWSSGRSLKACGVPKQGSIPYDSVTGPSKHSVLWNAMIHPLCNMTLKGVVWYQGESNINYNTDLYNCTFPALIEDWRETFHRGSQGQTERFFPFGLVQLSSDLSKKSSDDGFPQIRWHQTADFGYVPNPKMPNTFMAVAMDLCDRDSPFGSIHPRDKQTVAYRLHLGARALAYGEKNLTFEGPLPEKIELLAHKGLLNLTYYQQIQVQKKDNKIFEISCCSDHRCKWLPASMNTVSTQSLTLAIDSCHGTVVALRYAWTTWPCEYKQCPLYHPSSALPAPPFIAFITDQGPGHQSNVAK
# DDE Tn7 FP inh: inhibitors of Tn7 peptide binding to fibrin DD(E), primary screen, biochemical, fluorescence polarization, human fibrin, Tn7 probe; FP displacement of FITC-Tn7 peptide from fibrin DD(E); 0% = median of compound wells per plate; inhibition, % at 8.3 µM; 370,000 compounds, 0.13% hits;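 active = inhibition above the mean of compounds falling within the control limits plus 3 SD of them, cut at about 14% in these data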;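 note: 0% = plate median of compound wells and 100% = 10 µM Aha-Tn7 peptide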
#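 Assay system: human fibrin DD(E) protein / Input: 2 µM fibrin DD(E) / Benchmarks: high control of 10 µM Aha-Tn7 peptide / Measured by: fluorescence polarization of the labelled Tn7 tracer / Medium: Tris buffer with calcium and detergent, pH 7.8 / Timing: 10 min compound pre-incubation, 3 h probe incubation at room temperature / Repeats: one replicate per compound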
# PRMT1 FP inh: PRMT1 methyltransferase inhibitors, primary screen, biochemical, fluorescence polarization | Protein arginine N-methyltransferase 1 (Homo sapiens), Q99873 | recombinant PRMT1, activity-based probe fluorescence polarization | inhibition, % at 2.79 µM | 370,000 compounds, 1.3% hits;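 active = inhibition above about 21% made by adding two undisclosed values, limit read from the data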
# LEDGF integ inh: blockers of LEDGF/p75-dependent integrase strand transfer – biochemical, TR-FRET, high throughput, primary screen | 370,000 compounds, 0.64% hits | HIV-1 integrase (with human LEDGF/p75) | TR-FRET IN-LEDGF/p75 DNA integration, Eu/Cy5 | inhibition, % at 3.7 µM;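 active = inhibition above the screen-wide mean plus 3 SD, cut at about 13% in these data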;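 note: signal is the Cy5 over europium emission ratio at 671 and 618 nm; 0% = plate median of compound wells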
# * = called active by the depositor.
SMILES,TCR-CD3 inh,KLK7 zymogen act,UHRF1 binding,Tn6 DDE FP,TDP2 absorb,MBD2 inh,SIAE primary,DDE Tn7 FP inh,PRMT1 FP inh,LEDGF integ inh
CCc1cc2c(=O)c(-c3nc4ccccc4[nH]3)coc2c(CN2CCCCC2C)c1O (stereo not drawn),-1.3,-1.4,-1.7,-8.7,-9.3,2.2,1.6,2.4,2.8,3.9
COc1ccc(OC)c(/C=N/N2CCN(c3ccc(Cl)cc3)CC2)c1,-1.4,-0.8,0.9,-7.9,-5.2,6.4,1.0,-3.8,4.5,-1.3
COc1cc([N+](=O)[O-])ccc1NC(=S)Nc1cccc(C(=O)O)c1,1.0,-0.5,-6.0,-2.3,-14.2,-12.6,13.7,1.6,8.0,0.0
Cc1ccc(-c2cc(C(=O)N3CCCC(C(F)(F)F)C3)c3ccccc3n2)o1 (stereo not drawn),12.1,5.7,-3.0,7.0,-1.0,-3.2,-3.2,-4.0,14.9,1.5
c1cncc(C(c2nnnn2C2CCCCC2)N2CCCCC2)c1 (stereo not drawn),-0.9,-0.4,2.3,-3.4,-5.1,4.6,-1.6,1.9,4.5,-4.5
Cc1cc2ncn(C3CC(=O)N(C)C3=O)c2cc1C (stereo not drawn),6.0,-0.1,2.2,7.7,-8.3,1.9,-1.4,-3.5,-0.1,4.5
COC(=O)c1cccc(-n2nnnc2SCC(=O)Nc2nc3c(s2)CCCC3)c1,-3.8,-0.4,2.2,-4.4,47.9*,4.7,-1.9,4.2,-0.2,2.0
O=C(NC1CCS(=O)(=O)C1)c1cccc(Br)c1 (stereo not drawn),-3.2,-0.4,3.1,0.1,-9.7,0.3,2.2,3.2,8.5,-1.0
CSc1ccc(S(=O)(=O)NCCSC(C)(C)C)cc1,6.6,-0.3,-1.7,0.6,-6.8,0.4,-0.5,-7.8,-4.4,-0.1
CCOC(=O)N1CCN(C(=O)Cc2ccc(Cl)cc2)CC1,1.9,-0.2,-0.6,2.9,1.1,-3.2,3.3,-6.7,0.3,-2.0
Cc1c(NC(=O)COc2cccc(Br)c2)c(=O)n(-c2ccccc2)n1C,6.5,0.1,-0.9,1.2,-5.7,-3.1,-1.1,0.9,-3.7,0.8
CCCn1c(N)c(C(=O)CSc2ncn[nH]2)c(=O)n(C)c1=O,-2.8,0.2,0.1,-3.2,-11.8,-5.6,4.4,8.3,-3.3,5.2
O=C(c1cc(Br)ccc1Cl)N1CCCC1,11.9,-1.1,-2.3,8.5,-10.3,-0.4,-4.0,2.4,0.0,2.8
O=[N+]([O-])c1ccc(/C=N/Nc2ccnc3cc(Cl)ccc23)o1,-33.3,-0.1,-5.8,-8.4,-5.0,-13.1,20.2*,0.0,6.6,-4.6
Cc1ccnc(NC(=O)C2CC(=O)N(Cc3ccccc3)C2)c1 (stereo not drawn),-2.9,0.0,1.0,4.2,-4.2,7.0,14.3,8.7,2.0,0.1
COc1ccc([N+](=O)[O-])cc1NC(=O)COC(=O)C=C(C)C,7.2,-0.2,-2.3,2.2,-7.3,-5.8,3.3,-2.9,1.4,-1.8
O=C(Nc1ccc2c(c1)CCC2)c1cnc(Cl)c(Cl)c1,0.0,-0.7,-3.4,7.3,-9.8,1.1,-0.8,3.7,-1.0,-0.2
COc1ccc(NC(=O)CN2C(=O)c3cccc4cccc2c34)c(OC)c1,3.1,304.2*,0.3,2.1,-6.6,-1.2,-5.1,0.0,-0.8,-0.9
Nc1nnc(SCc2cccnc2)s1,0.1,0.2,-0.4,1.9,-3.6,-3.7,-5.8,4.9,5.9,2.0
C=CCN(CC=C)C(=O)c1cccc(S(=O)(=O)N2c3ccccc3CC2C)c1 (stereo not drawn),-3.2,1.4,0.2,-1.1,-5.9,-5.4,-0.1,1.7,5.0,-4.9
COc1cc(/C=N/NC(=O)c2ccc(NC(=O)C3CCCCC3)cc2)ccc1O,-1.4,2.5,-1.1,-7.5,-9.5,4.2,12.6,1.1,3.8,-0.2
CCNc1nc(NC(C)C)nc(Oc2ccc(OCCOc3ccc(C)cc3)nn2)n1,-3.4,0.8,0.8,4.4,3.0,-4.8,4.2,3.5,-1.8,-0.1
COc1cccc(NC(=O)CN(C)C(=O)c2cccc(S(=O)(=O)N3CCN(c4ccc(F)cc4)CC3)c2)c1,1.7,0.8,5.1,-11.8,-0.9,-1.1,8.6,-1.1,-3.3,5.4
Cc1cc(C(=O)NCCc2ccc(S(N)(=O)=O)cc2)c(C)o1,-8.1,-0.3,-1.0,-7.6,-0.2,6.9,6.1,-2.5,6.0,0.7
CN1CCc2c(sc3c2C(=O)NC(c2ccccn2)N3)C1 (stereo not drawn),6.5,-4.1,-3.9,28.5*,-3.4,-3.5,-8.3,12.1,26.6*,-6.6
COc1ccc(NC(=O)c2ccc3c(c2)N(C)CCS3)cc1,7.2,0.4,-1.3,-0.5,9.0,-4.1,12.1,6.9,3.5,-4.1
CCOC(=O)C1=C(CC)Nc2ccccc2N=C1NC(=O)c1cccc(S(=O)(=O)N2CCCC2)c1,4.2,0.1,-1.1,-1.7,-2.7,-6.0,-1.5,-7.3,0.5,2.7
O=C(CN(C(=O)CCC(=O)Nc1ccccn1)c1cccc(F)c1)NCc1ccc(F)cc1,5.5,0.8,-2.9,5.8,17.3,3.1,1.3,-5.8,-2.4,-0.4
COc1ccc(NC(=S)N2CCC(N(C)CC3CCCO3)CC2)cc1 (stereo not drawn),-8.8,0.9,5.7,-2.2,-17.8,4.3,5.5,-2.5,0.1,1.5
CCCCCCSc1ccc(-c2nc3ccc(C)cn3c2NCCCC)cc1OC,3.4,-51.5,1.2,-2.8,0.1,1.6,0.9,-2.9,-0.5,2.5
CC(C)(C)N(CC#CCC(O)(c1ccccc1)C1CCCC1)CCO (stereo not drawn),6.2,0.3,24.7*,4.3,9.5,5.0,-3.8,-4.3,-0.4,-1.2
Cc1nnc(SCCn2c(N3CCCCCC3)nc3c2c(=O)[nH]c(=O)n3C)s1,0.2,0.0,0.4,3.8,8.9,0.8,0.4,0.1,0.0,-2.7
Nn1c(SCC(=O)NCCCc2ccccc2)nnc1-c1cccnc1,-1.0,-0.7,-0.9,7.7,6.7,-6.3,2.5,2.6,-1.4,-0.1
COc1ccc(-n2nc3c(c2NC(=O)C24CC5CC(CC(C5)C2)C4)CS(=O)C3)cc1 (stereo not drawn),3.9,0.3,-0.2,-4.8,0.5,0.4,10.5,2.0,0.1,-2.5
N#Cc1ccc(C(=O)Nc2cccc(S(=O)(=O)NC3=NCCC3)c2)cc1,3.6,-0.2,7.1,6.5,0.7,0.1,-0.2,7.3,4.7,-0.7
CN(C)/C=N/c1ncnc2c1cnn2-c1ccc(C(F)(F)F)cn1,-7.1,-0.2,11.1,-6.4,-11.6,3.6,3.2,-14.8,-0.6,0.3
Cc1cccc(OCc2nc3ccccc3n2C)c1,0.4,0.4,0.1,2.1,7.2,-3.6,-3.2,3.6,2.1,5.2
COc1cc(/C=N/N=C2/C(=O)Nc3ccccc32)cc(OC)c1O,3.1,0.5,-16.7,2.0,-2.4,-17.1,-7.7,6.5,2.8,-4.8
COc1ccc(OC)c(CN2CCC(C(=O)N(C)CCc3ccc(OC)c(OC)c3)CC2)c1,-1.4,-0.7,1.4,4.8,-0.7,4.2,-0.6,4.4,0.5,-4.3
COC(=O)[C@]12CCCCC=C1N(CCC1=CCCCC1)C(=O)[C@H](CC(=O)NCCc1ccccc1OC)C2,3.2,0.2,-3.1,-7.3,-9.3,3.4,-7.3,2.1,-0.6,-3.3
CCOC(=O)N1CCN(S(=O)(=O)c2ccc3[nH]c(=O)sc3c2)CC1,8.2,0.4,-0.5,1.7,-4.0,-5.5,-5.2,-1.3,-5.2,-1.7
COc1ccc(C2C(C(C)=O)=C(O)C(=O)N2c2nccs2)c(OC)c1 (stereo not drawn),-4.6,-0.4,-5.5,1.1,10.7,0.5,1.2,-6.9,-0.4,1.4
O=C(NCCc1ccccc1)Nc1nnc([C@H]2C[C@H](O)[C@@H](CO)O2)s1,-1.8,-0.2,-2.2,-2.1,8.7,-7.8,3.8,8.2,-3.5,-0.4
Cn1c(SCC(=O)N2CCOCC2)nc2sc3c(c2c1=O)CCCC3,-1.1,0.9,0.5,4.8,-9.6,1.8,5.0,1.0,-2.9,-1.9
O=C(NCCN1C(=O)S/C(=C\c2ccc(OC(F)F)cc2)C1=O)c1cnccn1,4.6,-0.3,-3.4,-4.8,-4.9,-2.1,-8.9,-6.4,1.5,4.0

# One compound at a time, from the list above. Order of values: TCR-CD3 inh, KLK7 zymogen act, UHRF1 binding, Tn6 DDE FP, TDP2 absorb, MBD2 inh, SIAE primary, DDE Tn7 FP inh, PRMT1 FP inh, LEDGF integ inh
# COc1ccc(C2C(C(C)=O)=C(O)C(=O)N2c2nccs2)c(OC)c1 (stereo not drawn) reads -4.6, -0.4, -5.5, 1.1, 10.7, 0.5, 1.2, -6.9, -0.4, 1.4
# O=C(NCCc1ccccc1)Nc1nnc([C@H]2C[C@H](O)[C@@H](CO)O2)s1 reads -1.8, -0.2, -2.2, -2.1, 8.7, -7.8, 3.8, 8.2, -3.5, -0.4
# CN(C)/C=N/c1ncnc2c1cnn2-c1ccc(C(F)(F)F)cn1 reads -7.1, -0.2, 11.1, -6.4, -11.6, 3.6, 3.2, -14.8, -0.6, 0.3

# Additional records:
SMILES,TCR-CD3 inh,KLK7 zymogen act,UHRF1 binding,Tn6 DDE FP,TDP2 absorb,MBD2 inh,SIAE primary,DDE Tn7 FP inh,PRMT1 FP inh,LEDGF integ inh
O=C(/C=C/c1cc2c(cc1Br)OCO2)NCc1ccc(F)cc1,5.4,1.0,-1.4,1.2,7.9,-5.5,-2.4,-4.5,-0.7,-1.4
S=C(NCCc1ccccc1)NCCN1CCOCC1,0.6,-0.6,-1.4,2.2,-1.5,0.1,-0.8,3.9,-3.8,1.2
NS(=O)(=O)c1ccc(CNC(=O)C2(c3ccc(Cl)cc3)CC2)cc1,-2.2,0.1,2.9,-4.2,-8.2,6.7,-2.9,1.7,5.5,-1.1
COc1ccc(-c2nc3c(-c4ccccc4)cnn3cc2C)cc1F,-8.8,-0.1,2.3,-7.9,3.1,5.7,-0.3,0.3,1.8,-2.3
